# Assay outcomes as filed in PubChem.
# HTR5A inv ag: counter-screen for OPRM1-OPRD1 inverse agonists: human HTR5A inverse agonism. P47898. HTR5A cell line, luminescence. 0.083% of 340,000 active. inhibition, % at 9.3 µM; in the data active means inhibition mostly above about 23%, no sharp cut-off; inactive means mostly below about 18%;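 further: 0% = cells with DMSO and 100% = no-cell wells with DMSO; some compounds called inactive have numbers as strong as hits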
# Target sequence (P47898 whole entry, looked up): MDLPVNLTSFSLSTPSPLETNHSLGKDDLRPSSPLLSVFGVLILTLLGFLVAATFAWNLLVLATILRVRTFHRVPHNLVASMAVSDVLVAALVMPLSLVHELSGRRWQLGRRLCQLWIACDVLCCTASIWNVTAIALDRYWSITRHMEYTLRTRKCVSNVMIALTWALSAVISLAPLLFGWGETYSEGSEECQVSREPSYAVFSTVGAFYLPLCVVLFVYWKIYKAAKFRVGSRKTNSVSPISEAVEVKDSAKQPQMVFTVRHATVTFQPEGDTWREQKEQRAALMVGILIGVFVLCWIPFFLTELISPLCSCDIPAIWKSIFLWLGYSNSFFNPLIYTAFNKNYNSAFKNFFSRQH
# Mot1-301 SUMO: blocks SUMOylation pathway, rescuing yeast Mot1-301 growth | S. cerevisiae Mot1-301 growth rescue, ATP luminescence, 38.5C; percent above DMSO median, 100 means doubled | growth rescue, % at 18.8 µM | 1% of 320,000 active | AID 2716;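 active means every valid replicate shows activation above 250% relative to neutral control wells; inactive means the rest, any valid replicate at or below 250%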;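 further: OY570 slx delta 5 strain wells were the positive control but not used for scaling; some compounds called inactive have numbers as strong as hits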
# CDK5 inh: inhibitors of human CDK5/p35 kinase. Q00535+Q15078. Recombinant CDK5/p35, ADP-Glo luminescence, 60 min. inhibition, % at 10 µM. 0.01% of 330,000 active;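 active means highest replicate inhibition of at least 50% and at least 75% of replicates reaching 50%; inconclusive means only one of the two criteria met; inactive means both criteria failed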;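 further: plate controls were DMSO neutral control for no effect and GW8510 at 10 µM for full effect; many of its hits are not listed in these tables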
# Target sequence (Q00535 whole entry, looked up): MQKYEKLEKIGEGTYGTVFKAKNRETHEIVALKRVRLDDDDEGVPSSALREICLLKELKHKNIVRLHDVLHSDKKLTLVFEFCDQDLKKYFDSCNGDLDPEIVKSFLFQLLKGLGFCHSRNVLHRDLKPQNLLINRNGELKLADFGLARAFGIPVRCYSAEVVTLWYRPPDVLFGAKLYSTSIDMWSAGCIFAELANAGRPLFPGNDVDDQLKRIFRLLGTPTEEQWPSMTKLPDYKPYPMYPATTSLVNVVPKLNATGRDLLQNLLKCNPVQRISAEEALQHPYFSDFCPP
# Target sequence (Q15078 whole entry, looked up): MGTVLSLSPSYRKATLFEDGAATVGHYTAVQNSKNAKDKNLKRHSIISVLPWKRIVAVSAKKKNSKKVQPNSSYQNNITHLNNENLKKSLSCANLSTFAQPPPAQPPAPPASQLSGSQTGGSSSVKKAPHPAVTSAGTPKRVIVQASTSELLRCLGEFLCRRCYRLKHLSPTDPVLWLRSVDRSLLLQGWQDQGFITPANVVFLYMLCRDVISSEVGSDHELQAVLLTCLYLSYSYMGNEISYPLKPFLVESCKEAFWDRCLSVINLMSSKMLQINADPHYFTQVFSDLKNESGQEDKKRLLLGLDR
# DAGLB inhibitor: diacylglycerol lipase beta (human) inhibition; Q8NCG7; HEK293T DAGLB membrane lysate, EnzChek fluorogenic substrate; inhibition, % at 5.17 µM; 0.059% of 340,000 active; AID 504411; in the data active means inhibition above about 34%;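 further: 0% = enzyme with vehicle and 100% = wells lacking enzyme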
# phage Ecoli inh: E. coli growth loss with phage present. growth absorbance. AID 651602. 0.26% of 360,000 active. inhibition, % at 11.9 µM; in the data active means inhibition above about 11%
# PKA-R1A activ: activates the PKA-R1A holoenzyme complex; P00514+P68181; PKA-R1A dissociation, Cy5-IP20 fluorescence polarization; scaled: DMSO 0%, 113 µM cGMP 100%; activation, % at 11.4 µM; 0.083% of 340,000 active;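 active means percent activation above the mean of all tested compounds plus 3 SD, cut at about 19% in these data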;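 further: higher means more PKAc released from R1A so a rise in polarization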
# HTR5A ag ctr: counter-screen for OPRM1-OPRD1 agonists: human HTR5A agonism | AID 504692 | 0.61% of 340,000 active | activation, % at 9.3 µM | P47898 | HTR5A agonist assay, luminescence, cell-based; in the data active means activation mostly above about 9.5%, no sharp cut-off; inactive means mostly below about 7.6%;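 further: 0% = cells with vehicle only and 100% = reference agonist; strong numbers were not always called active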
# Tat transport: inhibitors of E. coli Tat protein transport | inhibition, % at 10 µM | 0.036% of 340,000 active | E. coli MC4100 TorA-mCherry Tat export, fluorescence;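 active means mean replicate inhibition at least 50% and at least half of replicates individually reaching 50%; inconclusive means only one of the two criteria met; inactive means neither criterion met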;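 further: exported cargo escapes ClpAP degradation while cytoplasmic cargo is degraded and loses fluorescence; 0% = median of neutral control wells and 100% = median of NaSCN control wells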
# AddAB inh: less growth of phage-infected E. coli with AddAB | E. coli expressing H. pylori AddAB, absorbance growth | inhibition, % at 11.9 µM | AID 435030 | 0.29% of 330,000 active; in the data active means inhibition above about 12%;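 further: 0% = vehicle wells of infected cells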
# PKA-R2B activ: activators of human PKA-R2B complex. P22694+P31323. PKA-R2B holoenzyme dissociation, Cy5-IP20 fluorescence polarization; R2B truncated from residue 108, S112A mutant; 0% DMSO only, 100% 113 µM cGMP. activation, % at 11.4 µM. 0.079% of 340,000 active;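 active means activation above a cutoff set at the mean over all compounds plus 3 SD, cut at about 18% in these data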;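 further: higher means more holoenzyme dissociation and a rise in polarization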
# E coli growth: counter-screen for AddAB inhibitors: E. coli growth inhibition; inhibition, % at 11.9 µM; E. coli V3065 growth, OD600 absorbance, 18 h; 0.27% of 330,000 active;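 active means inhibition above the campaign's mean inhibition across all tested compounds plus 3 SD, cut at about 9.9% in these data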;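 further: uninfected addAB+ strain grown without phage in ampicillin broth; 0% = DMSO wells and 100% = ciprofloxacin 0.95 µg/ml wells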
# Starred values were filed as active, the others as inactive; ? = inconclusive; · = not tested or not shown.
SMILES,HTR5A inv ag,Mot1-301 SUMO,CDK5 inh,DAGLB inhibitor,phage Ecoli inh,PKA-R1A activ,HTR5A ag ctr,Tat transport,AddAB inh,PKA-R2B activ,E coli growth
Cn1c(N)c(C(=O)CSc2nnc(C3CC3)n2-c2ccccc2)c(=O)n(C)c1=O,-35,-2,-0.7,-1,-1.6,3,13,-3,0.0,8,1.4
CC1(C)c2cc(O)ccc2OC1N1CCOCC1 (stereo not given),-6,56,1.0,-2,-0.2,2,2,-4,0.9,7,3.5
Cc1ccc(S(=O)(=O)N(C)C)cc1NC(=O)c1ccc(OC(F)(F)F)cc1,-12,-20,-2.0,-3,3.4,-9,-3,-4,3.9,-11,0.0
COc1ccc(C(=O)NCCS(=O)(=O)N2CCN(Cc3ccccc3)CC2)cc1,-19,-3,-1.1,-1,2.9,-10,-6,-1,3.7,-6,-0.3
CC(C)(C)C(=O)N1CCC[C@H]1C(O)(c1ccccc1)c1ccccc1,-4,-7,1.2,-7,3.3,-8,-2,0,2.2,-17,0.0
CCOc1cccc(OCCOCCOc2ccccc2C(C)=O)c1,21,11,-1.1,-1,3.9,-4,4,-5,2.9,3,-0.4
C[C@@H](C(=O)NCC1CC1)[C@@H]1C[C@@]1(C)[C@@H](NC(=O)OCc1ccccc1)c1ccccc1,-33,16,-1.3,-3,2.5,0,11,2,1.8,3,-0.7
O=C(CSc1nc2ccccc2[nH]1)c1ccc2c(c1)OCO2,2,-7,-3.3,-3,3.9,-10,4,7,4.3,2,1.2
O=C(O)C1=C[C@@H](c2ccc(C(F)(F)F)cc2)C[C@@H](OCc2ccc(CO)cc2)O1,-2,-7,0.1,2,2.3,5,10,-13,4.3,7,2.4
O=C(O)CN1C(=O)CC(Cc2ccc(Cl)cc2)C1=O (stereo not given),-10,-3,2.9,-3,2.6,-6,4,?,2.1,6,-0.4
Cc1cccc(NC(=O)CSc2nnc(-c3ccco3)c(-c3ccco3)n2)c1C,-6,-6,-5.1,3,·,9,-4,6,-2.1,0,-1.0
CCN(CC)S(=O)(=O)c1ccc(N2CC(C(=O)N3Cc4ccccc4CC3C(N)=O)CC2=O)cc1 (stereo not given),-10,12,-1.5,0,0.7,2,-1,10,0.3,-4,0.3
O=C(C[n+]1ccc(-c2nnc3n2CCCCC3)cc1)c1ccc(Cl)cc1,-5,-12,0.0,-2,1.3,1,5,9,1.3,-3,1.3
COc1ccc(C(=O)c2ccsc2N)cc1,-1,5,4.5,-6,2.5,-2,0,-9,-0.4,-1,-0.7
CCOC(=O)C(=NCCCN(C)C)NNc1ccc(Br)cc1,2,181,1.3,0,3.2,-2,6,2,1.3,-3,-0.6
Clc1ccc(-n2nnc(-c3cccnc3Cl)n2)cc1Cl,13,0,-0.2,-2,0.5,-5,3,0,2.9,3,-1.2
COc1ccccc1NC(=O)CCCC(=O)OC(C)C(=O)c1ccccc1 (stereo not given),8,9,-0.3,-1,0.8,7,-3,1,3.6,3,2.6
CCOC(=O)N/N=C/c1ccccc1F,3,-4,-0.7,-1,2.0,-7,0,-6,0.7,-1,-1.2
CCN1CCN(CCCN(Cc2ccco2)C(=S)Nc2ccc(C)c(Cl)c2)CC1,0,-7,-1.3,1,1.6,-12,2,-6,0.7,0,-1.8
O=C(N/C=C/c1ccccc1)c1ccccc1,-4,-13,1.5,-1,1.9,3,4,1,1.6,-15,1.9
Cc1ccccc1C1C(=O)c2ccccc2C1=O,25,-14,0.1,-2,1.2,1,-7,-7,4.0,5,-1.7
CCOc1ccc2oc(C(=O)NNC(=O)c3ccccc3O)c(C)c2c1,-9,207,-1.1,10,21*,-2,1,-8,25*,-6,26*
COC(=O)c1cc(NC(=O)c2ccc(-c3ccccc3)cc2)ccc1Cl,-13,1,0.3,-4,2.1,-16,5,-3,2.2,-7,0.5
O=C(NCCc1ccccc1)c1noc2c1CCc1ccccc1-2,-41,3,-1.9,-16,1.3,1,1,10,-0.1,-1,1.4
COc1ccc(CCNC(=O)NC23CC4CC(CC(C4)C2)C3)cc1OC,4,159,-1.3,0,3.2,0,-2,0,2.5,3,-0.1
CC(=O)OC1(C(C)=O)CCC2C3CC(C(F)(F)F)C4=CC(=O)CCC4(C)C3CCC21C (stereo not given),6,·,-0.4,0,-0.6,-8,-2,5,·,8,·
Nc1nc2nccc(-c3ccco3)n2n1,-7,-7,2.2,-1,3.6,1,3,-11,0.5,-5,-0.6
CC(C)(C)OC(=O)NCc1ccc(CNC(=O)c2[nH]cnc2C(=O)N[C@@H](Cc2ccccc2)C(=O)OC(C)(C)C)cc1,8,-11,0.1,-3,6.3,7,-3,3,3.0,-4,2.1
CC(C)C1N=C(c2ccc3c(c2)OCO3)CC(c2ccccc2O)N1 (stereo not given),19,0,-1.6,6,2.0,6,9,-11,1.7,-3,-0.8
Cc1nc(SCC(=O)Nc2nccs2)c(C#N)c(C)c1C,-7,-7,1.1,-1,2.8,-5,4,-2,3.9,8,-0.5
CCc1ccc(OCC(=O)NC2CC(C)(C)NC(C)(C)C2)cc1,-38,-14,-0.5,2,1.1,0,5,3,0.9,-9,0.0
CC(=O)Nc1ccc(OCCOc2ccc(NC(C)=O)cc2)cc1,1,73,1.5,-2,1.1,-7,0,5,-1.0,-2,0.3
CN(Cc1cccs1)C(=O)CSc1nc(N)cc(N)n1,2,-19,0.0,3,-1.8,-3,-1,0,2.0,-9,0.2
COc1cccc(N(CC(=O)NCCSCc2ccc(Cl)cc2)S(C)(=O)=O)c1,-12,395,0.9,0,1.8,-9,3,-7,0.4,-9,0.3
Cc1ccccc1-n1c(=S)[nH]c2nc3c(cc2c1=O)CCCC3,2,20,1.2,0,-0.2,-6,-1,-3,1.5,-3,-2.0
Cc1ccc(S(=O)(=O)N2CCCC(C(=O)NCCC3=CCCCC3)C2)cc1 (stereo not given),-28,-15,1.9,-4,0.6,1,-3,-8,-0.2,-1,0.2
CCNC(=S)N/N=C(\C)c1ccc2c(c1)OCCO2,-19,8,-0.1,2,1.6,-6,6,-13,1.0,-6,0.0
CN1C[C@@H]2C(c3ccc(C(F)(F)F)cc3)C3(c4ccccc4)CC2(C3)[C@H]1c1ccccc1 (stereo not given in full),-14,-51,-0.9,-16,2.7,-4,-1,4,2.1,7,-0.8
CC(=O)c1cccc(N(C(=O)c2ccccn2)C(C(=O)NC2CCCCC2)c2cccs2)c1 (stereo not given),-1,-3,-0.7,0,2.8,-6,-2,-9,2.0,-6,-1.6
Cc1c(OCC(=O)NCC2CCC(C(=O)O)CC2)ccc2c3c(c(=O)oc12)CCC3 (stereo not given),18,115,0.1,-3,1.8,-2,-2,1,5.4,2,2.9
Cc1ccc(C(=O)NNC(=O)c2cccc(S(=O)(=O)N3CCOCC3)c2)cc1,0,-3,0.0,0,2.5,1,0,0,2.0,13,-0.2
CCC(C)NCCCOc1ccc(Cl)cc1C(C)(C)C (stereo not given),-2,22,0.7,4,-6.7,-2,0,10,2.8,-3,-1.4
COc1cc(C(=O)NCC(=O)N2CCN(S(=O)(=O)c3cc(C)ccc3C)CC2)cc(OC)c1OC,11,15,-0.3,2,-0.7,6,1,1,0.1,-7,0.8
Cc1cc(=O)oc2cc(OCC(=O)OCC(=O)Nc3ccc(C(N)=O)cc3)ccc12,2,1,1.1,-1,-0.5,2,-1,4,1.1,-6,-3.4
CCn1cc(CNCc2cn[nH]c2-c2cc3ccccc3o2)cn1,-4,-4,-0.2,0,3.6,2,2,1,-0.3,-1,0.2
COc1ccc2c(C)cc(N3CCN(c4ccc(F)cc4)CC3)nc2c1,15,41,3.9,-8,0.4,-7,-5,-4,2.7,10,2.2
COc1ccc(-c2c3c(nc4sc5c(Cl)nc(C)nc5c24)CCC3)cc1,8,1,1.5,-4,·,9,-3,-3,1.7,3,-2.1
N#CCc1ccc(NC(=O)c2ccc(S(=O)(=O)N3CCOCC3)cc2)cc1,14,14,-3.1,-2,-0.1,12,-6,-2,4.6,2,1.4
Cc1ccc(CN2CCN(/N=C/c3cccs3)CC2)cc1,4,2,0.4,-14,4.7,4,7,0,0.0,10,1.1
Cc1ccc2[nH]c3c(c2c1)CN(C(=O)CN(C)CC1OCCO1)CC3,-12,2,0.2,1,0.0,-4,4,3,-0.2,-4,0.6
O=C1NCCCc2nc(Oc3ccccc3)sc21,-3,·,-1.1,1,-0.5,-4,7,-3,2.1,-7,-3.1
Cc1nc2c(-c3ccc(Cl)cc3)cnn2c(N)c1-c1ccc(F)cc1,-14,-10,-1.9,-2,0.3,-5,4,-7,0.4,2,-0.2
COC(=O)c1ccc(NC(=O)Nc2ccc(C)cc2)cc1,-46,-21,-6.3,-8,2.8,4,16,2,1.4,2,1.6
Cn1nccc1C(=O)N1CCN(c2cccc(Cl)c2)CC1,7,-15,1.6,-1,1.4,-1,3,-1,4.0,-2,-1.4
Cc1cccn2c(=O)c3cc(S(=O)(=O)c4ccc(Br)cc4)c(=N)n(C4CCCC4)c3nc12,16,0,-0.4,3,2.9,6,4,-10,2.2,9,2.6
COC(=O)c1nnn(-c2nonc2N)c1CSc1nnc(N)s1,4,·,0.9,-3,0.6,-7,2,-1,0.3,-4,-0.3
CCOC(=O)[C@H]1[C@H]2COc3cc(OC)ccc3[C@@H]2N2C(=O)CN(CCc3c[nH]c4ccccc34)C(=O)[C@@]12C,23,12,1.3,3,0.1,-10,1,-16,-3.9,-2,-3.4
Nc1nc(SCc2ccccc2)c2ncn(CCO)c2n1,3,·,-0.1,0,3.9,0,-1,4,·,5,·
CC(C)(C)c1ccc(C(=O)Nc2ccc(N3CCOCC3)cc2)cc1,-23,17,1.3,1,0.4,-4,1,2,-0.2,9,-0.7
Oc1c(C(Nc2cccc(C(F)(F)F)c2)c2cccnc2)ccc2cccnc12 (stereo not given),45,-5,-0.5,9,12*,1,-24,-5,-0.2,-4,-1.7
# Remaining list, next part
SMILES,HTR5A inv ag,Mot1-301 SUMO,CDK5 inh,DAGLB inhibitor,phage Ecoli inh,PKA-R1A activ,HTR5A ag ctr,Tat transport,AddAB inh,PKA-R2B activ,E coli growth
CCC1ON(C(C)C)C2c3nc4ccccc4n3CC12 (stereo not given),-8,227,-1.4,-1,0.5,-5,-1,-10,3.7,-1,-2.4
Cc1c(NC(=O)CC(O)(C(F)(F)F)C(F)(F)F)c(=O)n(-c2ccccc2)n1C,2,131,-1.1,0,0.8,-2,-5,-5,0.5,1,0.1
CCCCCC(=O)Nc1nc(C)c(-c2csc(Nc3ccccc3OC)n2)s1,-5,-4,0.1,-1,4.9,3,-7,2,-0.2,-12,-3.5
COc1cc(Cl)c(C)cc1NC(=O)c1ccccc1NC(=O)CN1CCN(c2ccccn2)CC1,17,·,-1.1,-9,0.3,0,2,12,·,-1,·
